HttQ103 aggreg = mutant huntingtin aggregation inhibition | PC12 HttQ103-GFP aggregates, Acumen cytometry, 40 h | Potency, µM (highest dose often 46.1 µM), inactives show at the highest dose activity change, negative = inhibition, hits mostly inhibitors | hit rate 1.1% among 220,000 | AID 1688; further: potency means the concentration at half of the fitted maximal effect; on the % scale 0 is the no-effect control and ±100 the full control effect; nearly all actives have a fitted effect of over 60% in size
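Ecdysone-promoter PC12 model expressing HTT exon 1 Q103 fused to GFP, induced by tebufenozide at 100 nM final. Compounds titrated; aggregates sized 1–25 µm scored on a 488 nm laser cytometer.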
LMNA splice mod = LMNA splicing modulation; hit rate 0.01% among 200,000; HeLa LMNA splicing GFP/RFP minigene ratio, 48 h; AID 1487; Potency, µM (titrated, usually from 46.1 µM), for inactives: at the highest dose ratio change, negative = inhibition, hits mostly inhibitors; active means well fitted inhibition curve with a large enough effect in the signal ratio, with a control signal flat, not every such curve was filed as active; inconclusive means small, poorly fitted or top-dose-only effect, or effect the other way, or a change in a side signal; the % refers to the signal ratio; further: potency means the concentration at half of the fitted maximal effect; on the % scale 0 is the no-effect control and ±100 the full control effect
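S3 HeLa stable clones carrying a lamin A-EGFP splicing minigene plus DsRed2 were seeded at 600 cells/well in Opti-MEM with 2% FBS, pin-dosed and incubated 48 h at 37°C. Acumen cytometry (488 nm) gave the GFP/RFP total-intensity ratio.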
Epigenetic reg = epigenetic control regulation, reporter derepression; murine LDR cells, GFP reporter derepression, 30 h; Potency, µM (doses to about 53.9 µM), for inactives: at the top dose GFP activation, hits mostly activators; hit rate 0.2% among 280,000; further: potency means the concentration at half of the fitted maximal effect; % of control where 0% means no effect; nearly all actives have a fitted effect of over 60% in size
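In this reporter-derepression format, murine cells bearing a silenced integrated CMV-GFP locus incubate with test compound (30 h, 37 C), then are washed and imaged; fluorescent objects of 20–120 um count as induced cells.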
NPSR antagonist = neuropeptide S receptor (human) antagonism, cAMP | Q6W5P4 | hit rate 1% among 220,000 | CHO-NPSR cells, cAMP TR-FRET, antagonist mode | Potency, µM (series often up to 38.3 µM), for the others: top-dose activity change, negative = inhibition, most hits filed as inhibitors | AID 1461; further: potency means the concentration at half of the fitted maximal effect; on the % scale 0 is the no-effect control and ±100 the full control effect; nearly all actives have a fitted effect of over 50% in size; many of its hits are not listed in these tables
Target sequence (Q6W5P4 whole entry, looked up): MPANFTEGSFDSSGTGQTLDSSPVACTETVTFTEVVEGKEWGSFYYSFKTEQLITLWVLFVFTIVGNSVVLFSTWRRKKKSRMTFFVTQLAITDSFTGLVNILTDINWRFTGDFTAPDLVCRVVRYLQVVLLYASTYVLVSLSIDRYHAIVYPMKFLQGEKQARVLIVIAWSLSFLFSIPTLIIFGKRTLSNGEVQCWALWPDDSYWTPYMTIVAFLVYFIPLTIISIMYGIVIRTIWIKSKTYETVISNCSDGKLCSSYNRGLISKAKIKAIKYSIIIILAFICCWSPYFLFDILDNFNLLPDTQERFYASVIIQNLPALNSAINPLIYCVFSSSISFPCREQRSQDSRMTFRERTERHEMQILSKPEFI
KinaseGlo FLuc = counter-screen: inhibitors of Kinase-Glo firefly luciferase | Q27757 | Kinase-Glo luciferase, ATP luminescence, 8 min | Potency, µM (titrated, usually from 38.3 µM), for inactives: at the top dose activity change, negative = inhibition, usual class: inhibitors | hit rate 0.28% among 200,000 | AID 1379; further: potency means the concentration at half of the fitted maximal effect; on the % scale 0 is the no-effect control and ±100 the full control effect; nearly all actives have a fitted effect of over 60% in size
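Luminescence was the read-out, taken after 8-minute incubation at ambient temperature. Luciferase turned over luciferin with 10 uM ATP in imidazole pH 7.2 buffer containing KCl, MgCl2, Tween 20 and BSA.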
IMPase Li inh = IMPase inhibition in cells with lithium potentiation | CHO-M1 cells, IP1 TR-FRET (IP-One), carbachol + lithium | Potency, µM (series often up to 59.4 µM), inactives show top-dose activity, negative = IMPase inhibition, most hits filed as inhibitors | hit rate 0.35% among 210,000;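 further: IP1 builds up when IMPase is blocked and the TR-FRET signal falls; potency means the concentration at half of the fitted maximal effect; plate controls were basal vehicle for no effect and high inhibitor control for full effect; nearly all actives have a fitted effect of over 50% in size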
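CHO cells stably expressing M1 receptor (2000/well, cultured 16–30 h) treated 30 min at 37C with compound plus low lithium. Cytosolic IP1 by TR-FRET (665/620 ratio and 620 channel) after 10 min lysis; AC50 by Hill fit.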
CBFb-RUNX1 inh = inhibitors of human CBF-beta and RUNX1 interaction | 230,000 tested, under 10 active | Potency, µM (doses to about 59.8 µM), inactives show at the top dose activity, negative = inhibition, usual class: inhibitors | AID 1477 | AlphaScreen CBFb-His/RUNX1-biotin binding, biochemical; further: % of control where 0% means no effect
Target sequence (Q01196 whole entry, looked up): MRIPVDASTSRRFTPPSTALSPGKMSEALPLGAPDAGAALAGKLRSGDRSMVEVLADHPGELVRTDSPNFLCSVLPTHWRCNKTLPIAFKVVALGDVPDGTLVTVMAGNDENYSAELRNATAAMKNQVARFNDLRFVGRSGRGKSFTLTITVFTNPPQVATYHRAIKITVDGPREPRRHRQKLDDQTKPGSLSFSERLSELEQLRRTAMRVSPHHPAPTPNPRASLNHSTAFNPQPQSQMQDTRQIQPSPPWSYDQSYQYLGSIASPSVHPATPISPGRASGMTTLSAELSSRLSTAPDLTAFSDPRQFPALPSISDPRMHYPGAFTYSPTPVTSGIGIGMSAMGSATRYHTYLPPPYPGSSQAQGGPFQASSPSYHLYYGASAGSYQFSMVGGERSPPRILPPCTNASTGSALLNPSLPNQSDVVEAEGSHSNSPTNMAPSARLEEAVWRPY
Target sequence (Q13951 whole entry, looked up): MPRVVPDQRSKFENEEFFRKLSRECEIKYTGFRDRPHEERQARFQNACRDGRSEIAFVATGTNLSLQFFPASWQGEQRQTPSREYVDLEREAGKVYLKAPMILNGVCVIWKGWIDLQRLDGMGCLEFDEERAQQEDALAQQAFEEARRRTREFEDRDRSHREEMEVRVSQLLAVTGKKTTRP
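Inhibition was taken as any reduction in AlphaScreen signal from the CBF-beta–RUNX1 pair (His and biotin tags, 30 nM each), measured after compound (15 min) and bead (90 min) incubations at room temperature.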
* hit, by the source's call; ? = inconclusive; / = not tested or not shown; & = joins results of further samples; [ ] = another dose, or the depositor's remark. Unless noted, the call rests on the fitted dose curve; in most records, active means well fitted curve in the direction sought with a large enough effect; inconclusive means small, poorly fitted or top-dose-only effect, or another doubt; inactive means no such curve, though single readings can be large; an effect the other way counts as inactive or inconclusive. An excerpt, so the mix of outcomes need not match the whole.

SMILES | HttQ103 aggreg | LMNA splice mod | Epigenetic reg | NPSR antagonist | KinaseGlo FLuc | IMPase Li inh | CBFb-RUNX1 inh
COc1cc(-c2nc(C)c(C(C)=O)n2O)ccc1OCC(=O)Nc1ccc(F)cc1 | 7.8% | / | 1.6% | -18.7% | -1.5% | -5.4% | 6.3%
CC(C)c1ccc(NS(=O)(=O)c2ccc3[nH]cc(C(=O)N4CCC(C(N)=O)CC4)c(=O)c3c2)cc1 | 13.2% | 10.5% | -1.2% | 1.2%[46.1 µM] | -5.9% | 15.0%[38.3 µM] | -20.6%
CC(C)(C)NC(=O)/C=C/c1cccs1 | 13.5% | ? | 1.1% | 4.0% | 0.2% | -8.6% | -8.4%
CCn1cc(C(=O)N2CCN(c3ccc(F)cc3)CC2)c2cc(OC)c(OC)cc2c1=O | 1.5% | 2.9%[46 µM] | -0.7% | -0.1% | 1.9% | 8.0% | -10.4%
O=C(c1cc2sccc2n1Cc1ccccc1)N1CCN(c2nc3ccccc3s2)CC1 | 7.94µM* | -7.2% | -0.3% | -22.7%[46.1 µM] | -3.9% | 3.9%[38.3 µM] | -15.9%
O=C(CCN1C(=O)c2ccccc2C1=O)CN1CCOCC1 | -2.2% | / | -3.1% | -11.5% | 4.1% | -0.4% | -1.2%
Cc1ccc(CN2CCSc3sccc3C2=O)cc1 | ? | / | -0.7% | 1.1% | 1.9% | 3.4% | 10.6%
CC(NC(=O)c1ccc(Br)cc1)C(=O)NC1=NCCS1 (configuration not stated) | ? | / | 1.5% | 16.7% | 4.0% | 0.1% | -5.3%
COc1ccc(Cl)cc1NS(=O)(=O)c1ccc(S(=O)(=O)N2CCCC2)cc1 | -26.8% | ? | -2.6% | -27.8%[46.1 µM] | 1.2% | 2.2%[38.3 µM] | -2.1%
CCN1CCN(C(c2ccc(F)cc2)c2nnnn2Cc2ccc3c(c2)OCO3)CC1 (configuration not stated) | -14.2%[9.22 µM] | / | 8.0% | -17.3% | 5.5% | -4.7% | 2.1%
Cc1cccc(C)c1NC(=O)C(NC=O)c1ccccc1Cl (configuration not stated) | -9.4% | 7.6% | 1.7% | -7.8%[46.1 µM] | -7.3% | -9.4%[38.3 µM] | 2.4%
O=C(Cc1nnc(NC(=O)Nc2ccccc2)s1)Nc1ccccc1 | 32.7%[9.22 µM] | / | -1.8% | 11.4% | / | / | 5.3%
CCOC(=O)c1[nH]c2ccccc2c1NC(=O)C(CC)CC | 16.6% | 3.4% | 0.0% | -8.6%[46.1 µM] | 4.6% | 3.4%[38.3 µM] | -1.3%
CCOc1ccccc1N1CCN(C(=O)c2cccc(-c3ccc(O)cc3)c2)CC1 | ? | ? | -1.3% | -12.8%[46.1 µM] | 1.1% | 10.6%[38.3 µM] | -6.9%
O=C1CC(O)(C(F)F)Oc2ccc3ccccc3c21 (configuration not stated) | ? | 2.9% | -0.7% | -6.5%[46.1 µM] | -0.6% | -0.1%[38.3 µM] | -1.7%
CCOc1ccc(CCNC(=O)COC(=O)c2nc3nc(C)cc(C)n3n2)cc1OCC | -1.8% | -7.6% | -1.6% | 16.6% | -0.2% | -1.5% | 1.8%
COc1ccc(N(CC(=O)Nc2cccc([N+](=O)[O-])c2C)S(C)(=O)=O)cc1OC | 19.0% | -1.0% | -0.6% | 2.3% | 1.9% | 1.0% | -4.1%
CCNS(=O)(=O)c1ccc(CCC(=O)NC2CCCC2)cc1 | -1.8% | 3.8% | -0.4% | 6.0% | 12.4% | -1.4% | -8.4%
Cc1cc(C)c(C2=CSC3=NS(=O)(=O)CCN23)c(C)c1 | 29.6% | ? | 0.5% | 8.0% | -1.1% | 8.7% | 4.5%
CC(C)CC(c1nnnn1CC1CCCO1)N1CCN(c2cccc(Cl)c2)CC1 (configuration not stated) | -13.4% | 10.3% | 0.1% | -21.9%[46.1 µM] | 2.1% | 13.6% | 6.7%
CCCOC(=O)Nc1ccccc1C(N)=O | -8.2% | 2.4% | 2.0% | 8.1%[46.1 µM] | -3.2% | 0.4%[38.3 µM] | 9.0%
CC1CCCC/C1=N\NC(=S)NCCc1ccccc1 (configuration not stated) | ? | / | 0.0% | -43.7% | 0.4% | 9.7% | 1.3%
COc1ccc(NC(=O)C2CCCN(c3c4c(nc5ncnn35)CCC4)C2)cc1 (configuration not stated) | -5.8% | ? | 2.2% | 5.4%[46.1 µM] | -1.8% | 7.8%[38.3 µM] | -6.8%
CCOC(=O)C1CCN(c2ccc(C(N)=O)cc2[N+](=O)[O-])CC1 | ? | 1.0% | -0.9% | -8.3%[46.1 µM] | / | / | -5.0%
Cc1ccc(-c2cc([C@H]3[C@@H]4C=CCC[C@@]4(C)C(=O)N3Cc3ccccc3)ccc2F)cc1 | 6.0%[9.22 µM] | / | -1.1% | -55.7% | / | / | 11.1%
CN(C)c1ccc(C(=S)N2CCOCC2)cc1Br | -5.2% | 12.9% | -5.8% | -10.3%[46.1 µM] | -1.5% | 17.3%[38.3 µM] | -0.2%
O=C(CCCCCNc1nc(=S)[nH]c2ccccc12)NCCc1c[nH]c2ccccc12 | -10.6% | ? | -1.1% | 13.2% | 0.5% | -0.6% | -11.4%
COc1cccc(N=C2SC(CC(=O)Nc3ccccc3)C(=O)N2Cc2ccccn2)c1 (configuration not stated) | 4.1% | -14.9%[46 µM] | -1.4% | -19.3% | 0.2% | 8.4% | -11.5%
NC(=O)C1CCN(C(=O)CN(c2cccc(C(F)(F)F)c2)S(=O)(=O)c2ccccc2)CC1 | 2.4%[9.22 µM] | 1.3% | 0.0% | -2.5%[46.1 µM] | -3.0% | -1.6%[38.3 µM] | 0.5%
COc1cccc(C(=O)/C=C/Nc2ccc(S(=O)(=O)Nc3ccc(C(C)=O)cc3)cc2)c1 | 18.0% | -7.5% | 0.0% | -33.4%[46.1 µM] | / | / | -1.5%
C=C(C)c1cccc(C(C)(C)NC(=O)Nn2cnnc2)c1 | -1.4% | 2.4% | -1.0% | -3.0%[46.1 µM] | -1.5% | -3.4%[38.3 µM] | -3.6%
Cc1cccc(-n2c(O)cnc2Nc2nc(C)cc(C)n2)c1 | -22.3%[9.22 µM] | / | 1.8% | 5.2% | 0.3% | 2.9% | -0.3%
COC(=O)c1ccc(C23CC4(C2)[C@H](CN(Cc2ccc(C(F)(F)F)cc2)[C@@H]4c2ccccc2)C3c2ccc(C(F)(F)F)cc2)cc1 (some centres not stated) | -7.2%[9.22 µM] | / | 3.9%&-1.2% | 10.2% | 0.7% | -6.1% | 9.1%&0.6%
CC1CCC(C(=O)NNC(=O)c2cc(-c3ccco3)[nH]n2)CC1 (configuration not stated) | -20.7% | / | 0.0% | 1.5% | -1.1% | -0.7% | 2.8%
CCOC(=O)CC(=O)CSc1nc2c(cc1C#N)CCC2 | -5.3% | ? | -0.3% | -9.6%[46.1 µM] | -1.0% | -12.5%[38.3 µM] | 7.5%
COC(=O)/C(Cc1cc(Br)c(OC)c(Br)c1O)=N/O | / | / | -0.3% | / | -0.5% | 14.7% | 9.3%
O=C(CN1CCc2ccccc21)NC(=O)NCc1ccco1 | 18.2% | 5.4% | -0.6% | -7.8%[46.1 µM] | -4.4% | -4.6%[38.3 µM] | -11.6%
O=C1CNC(=O)c2c(nc3n2CCC3)N1 | -5.2% | -1.5% | -0.4% | 2.3%[46.1 µM] | -2.9% | -5.9%[38.3 µM] | 6.7%
COCCn1c(C)cc(C(=O)COC(=O)c2ccc(Br)o2)c1C | 1.3% | / | -0.2% | 0.2% | -9.6% | 4.3% | -4.7%
C/C(=N\NC(=O)CCCNc1cccc(C)c1)c1ccncc1 | 7.5%[9.22 µM] | 10.5%[46 µM] | -4.0% | 7.5% | -2.7% | -0.5% | -6.3%
COc1cc(C2C(C#N)=C(N)Oc3cc(N(C)C)ccc32)cc2c1OCO2 (configuration not stated) | ? | ? | 7.2% | ? | -2.0% | 10.9%[38.3 µM] | -11.4%
NS(=O)(=O)c1ccc(CCNC(=O)C2CCC(Cn3c(=S)[nH]c4ccccc4c3=O)CC2)cc1 (configuration not stated) | 26.2% | / | -0.2% | 8.9% | -0.4% | -0.2% | 10.9%
Cn1c(CN2CCOCC2)nnc1SCc1cccc(F)c1 | 9.2% | / | -1.5% | 14.9% | -0.2% | 0.2% | 15.9%
Cc1ccc(-c2nn(-c3cc(Cl)ccc3[N+](=O)[O-])c(=O)c3ccccc23)cc1 | -16.3% | 9.3% | 0.0% | ? | -0.8% | 31.1%[activator][38.3 µM] | -5.2%
C#CCOc1ccccc1CNc1ccccc1 | 9.7% | 9.5% | -0.9% | 13.3% | -1.2% | 5.1% | 13.7%

Compounds listed so far that have fluorine, in the order listed:
SMILES | HttQ103 aggreg | LMNA splice mod | Epigenetic reg | NPSR antagonist | KinaseGlo FLuc | IMPase Li inh | CBFb-RUNX1 inh
COc1cc(-c2nc(C)c(C(C)=O)n2O)ccc1OCC(=O)Nc1ccc(F)cc1 | 7.8% | / | 1.6% | -18.7% | -1.5% | -5.4% | 6.3%
CCn1cc(C(=O)N2CCN(c3ccc(F)cc3)CC2)c2cc(OC)c(OC)cc2c1=O | 1.5% | 2.9%[46 µM] | -0.7% | -0.1% | 1.9% | 8.0% | -10.4%
CCN1CCN(C(c2ccc(F)cc2)c2nnnn2Cc2ccc3c(c2)OCO3)CC1 (configuration not stated) | -14.2%[9.22 µM] | / | 8.0% | -17.3% | 5.5% | -4.7% | 2.1%
O=C1CC(O)(C(F)F)Oc2ccc3ccccc3c21 (configuration not stated) | ? | 2.9% | -0.7% | -6.5%[46.1 µM] | -0.6% | -0.1%[38.3 µM] | -1.7%
Cc1ccc(-c2cc([C@H]3[C@@H]4C=CCC[C@@]4(C)C(=O)N3Cc3ccccc3)ccc2F)cc1 | 6.0%[9.22 µM] | / | -1.1% | -55.7% | / | / | 11.1%
NC(=O)C1CCN(C(=O)CN(c2cccc(C(F)(F)F)c2)S(=O)(=O)c2ccccc2)CC1 | 2.4%[9.22 µM] | 1.3% | 0.0% | -2.5%[46.1 µM] | -3.0% | -1.6%[38.3 µM] | 0.5%
COC(=O)c1ccc(C23CC4(C2)[C@H](CN(Cc2ccc(C(F)(F)F)cc2)[C@@H]4c2ccccc2)C3c2ccc(C(F)(F)F)cc2)cc1 (some centres not stated) | -7.2%[9.22 µM] | / | 3.9%&-1.2% | 10.2% | 0.7% | -6.1% | 9.1%&0.6%
Cn1c(CN2CCOCC2)nnc1SCc1cccc(F)c1 | 9.2% | / | -1.5% | 14.9% | -0.2% | 0.2% | 15.9%

Screening results (PubChem)
